Bioassay records (PubChem BioAssay)
ALOX12 inh: Primary qHTS assay for inhibitors of human arachidonate 12S-lipoxygenase (ALOX12): Round 2 | Polyunsaturated fatty acid lipoxygenase ALOX12 (Homo sapiens), P18054 | purified 12hLO, xylenol orange hydroperoxide absorbance | Potency, µM (top dose mostly 108 µM), without a hit: at the top dose activity change, negative = inhibition, most hits filed as inhibitors | actives 1.1% (n = 580,000) | AID 1671190, 2021; active = well fitted inhibition curve with a large enough effect; inconclusive = small, poorly fitted or top-dose-only effect, or another doubt; inactive = no such curve, though single readings can be large or run the other way
Target sequence (P18054 whole entry, looked up): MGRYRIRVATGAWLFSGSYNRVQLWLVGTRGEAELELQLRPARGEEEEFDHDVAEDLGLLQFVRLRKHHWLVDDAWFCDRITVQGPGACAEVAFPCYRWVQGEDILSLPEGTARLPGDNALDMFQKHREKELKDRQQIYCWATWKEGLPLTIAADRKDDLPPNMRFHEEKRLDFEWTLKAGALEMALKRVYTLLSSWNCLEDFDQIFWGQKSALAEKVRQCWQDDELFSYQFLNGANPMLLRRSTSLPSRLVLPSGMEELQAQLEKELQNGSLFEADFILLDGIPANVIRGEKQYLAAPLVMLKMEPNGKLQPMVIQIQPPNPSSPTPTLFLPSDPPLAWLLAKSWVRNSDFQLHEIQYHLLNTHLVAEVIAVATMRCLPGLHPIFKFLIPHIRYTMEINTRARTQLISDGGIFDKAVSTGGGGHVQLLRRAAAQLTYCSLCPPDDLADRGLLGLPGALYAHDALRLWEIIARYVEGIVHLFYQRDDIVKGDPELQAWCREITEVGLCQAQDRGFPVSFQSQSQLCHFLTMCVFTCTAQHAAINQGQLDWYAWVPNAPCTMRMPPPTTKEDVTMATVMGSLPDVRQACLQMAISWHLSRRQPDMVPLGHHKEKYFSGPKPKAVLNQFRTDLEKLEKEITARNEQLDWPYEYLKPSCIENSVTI
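Purified human 12hLO at 150 nM in 25 mM Hepes, 0.01% Triton X-100, pH 7.0, preincubated 15 min at room temperature with compound. Reaction started with 40 uM arachidonic acid, 30 min at room temperature. Hydroperoxide measured by Fe-xylenol orange, 573/405 nm absorbance ratio.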
Starred values were filed as active, the others as inactive; ? = inconclusive; & = joins results of further samples; [ ] = another dose, or the depositor's remark. % is scaled to controls: 0 for no effect and ±100 for the full control effect; potency is read from the fitted curve at half-maximal effect. Only part of the results is shown; count on the stated rates, not on these rows.

ALOX12 inh	mol
-21.8%	Cc1ccc(NC(=O)Cn2ccn3nc(-c4ccc(F)cc4)c(CO)c3c2=O)cc1
-5.0%	COC(=O)[C@]12C[C@H](CC(=O)N3CCC(c4ccccc4)CC3)C(=O)N(Cc3ccc4c(c3)OCO4)C1=C[C@H](C(C)(C)C)O[C@@H]2C
13.9%	Fc1ccc(C2Cn3nnc(-c4nc(-c5ccccc5)no4)c3CO2)cc1 (stereo not drawn)
16.1%	COc1ccccc1NC(=O)C(C)n1cnc2c1c(=O)n(C)c(=O)n2C (stereo not drawn)
-12.3%	O=C1CC2(C(=O)N(CC3CCCCC3)c3ccccc32)c2cnn(-c3ccccc3)c2N1 (stereo not drawn)
-25.6%	Cc1ccc(C(=O)COC(=O)C23CC4CC(CC(O)(C4)C2)C3)s1
-4.7%	Nc1[nH]c(C(=O)c2ccccc2)c(-c2ccc3ccccc3c2)c1C(=O)NCc1ccc(F)cc1
?	COc1ccc(N2CCCCS2(=O)=O)cc1S(=O)(=O)N1CCC2(CC1)OCCO2
?	CC(/C=C/c1cccnc1)=C\C(=O)O
10.2%	CCOc1ccc(-c2nnc3n2CCCC3)cc1OCC
6.4%	CCn1ncc(C(=O)N2CC[C@@H]3CN(S(C)(=O)=O)[C@@H]3C2)c1C
8.5%[176 µM]	COc1ccccc1CN1CCNc2cc(-c3ccccc3)ncc2C1
-23.7%[176 µM]	O=C1N[C@@H]2CCN(C(=O)c3ccc4ccccc4c3)[C@@H]2C(=O)N1c1ccc(F)cc1
26.4%	COc1ccc(NC(=O)c2cc3sc(C)c(CN4CCCCC4)c3[nH]2)cc1OC
?	O=C1COc2ccc(C(=O)COC(=O)c3cc(Cl)ccc3Cl)cc2N1
-2.3%	Cn1c(C(=O)N2CCNC(=O)C2)cc2ccccc21
7.94µM*	CCCCCC1CCC(c2ccc(C(=O)CCN(C)C)cc2)CC1 (stereo not drawn)
27.5%	CCC(C)C(=O)Nc1ccc(-c2nc3ccccc3o2)cc1 (stereo not drawn)
32.3%[activator]	CS(=O)(=O)N(C1CC1)C1CCOC2(CCN(C(=O)c3ccc(F)cc3)CC2)C1 (stereo not drawn)
7.5%[176 µM]	CN(C)C(=O)c1ccnc(-c2nnc3ccc(NC4CCCCC4)nn23)c1
?	CC(=O)NC1(C)CCN(Cc2cnc(-c3cccc(N(C)C)c3)s2)CC1
3.2%	Cc1ccccc1COC(=O)c1cnccn1
6.4%	O=C(CCc1nc2ccccc2s1)N1CCC(Cc2nc(C3CC3)n[nH]2)CC1
50.4%[activator]	O=C(CN1C(=O)CNC1=O)N[C@@H]1[C@@H](Cc2ccccc2)[C@H]2OCC[C@@H]12
?	CC(C)c1ccc(/C=N/NC(=O)Cc2ccccc2)cc1
46.1%[activator]	COc1cc2c(cc1OC)C(C)N(CC(=O)Nc1ccc(C)c(C)c1)CC2 (stereo not drawn)
12.6µM*	CC(C)CNc1nc(-c2ccc3c(c2)CCC(=O)N3)cs1
8.4%	COC1C(=O)N(c2cccc(F)c2)C12CCN(C(=O)c1ocnc1C)CC2 (stereo not drawn)
23.0%	O=C1CC(c2nc(-c3ccc(Oc4ccccc4)cc3)no2)CN1c1ccccc1 (stereo not drawn)
10.7%	CC(=O)N1CC2(Cc3ccccc31)CN([S+](=O)([O-])c1ccc(C)cc1)C2
-1.0%[6.33 µM]	CN1CCC(C(=O)N2Cc3ccccc3CC3(CCCN(Cc4ccncc4)C3)C2)CC1 (stereo not drawn)
14.8%	CCC1c2ccsc2CCN1C(=O)/C=C/c1sccc1C (stereo not drawn)
-28.8%	O=C(O)c1cc(Br)ccc1I
2.4%[176 µM]	CN(C)c1ccc(-c2nnc([C@H]3CCN(CC4CCCCC4)C3)o2)cc1
?	Cc1cccc(C)c1NC(=O)CSc1nnc(Cc2ccccc2)n1-n1cccc1
17.1%	CC(C)C1CN(C(=O)CN(C)C2CCNCC2)CCC(=O)N1CC1CC1 (stereo not drawn)
39.7%[activator]	O=C1NCCOCCCN(C(=O)Nc2ccccc2)[C@H]2CCCC[C@@H]12
-4.5%	COc1ccc2cc(CNC(=O)CNC(=O)c3ccc(C)cc3)ccc2c1
-1.5%	Cc1cnc(-n2ncc(C(=O)NCCN3CCOCC3)c2C(C)C)nc1-c1ccc(F)cc1
5.5%[176 µM]	Fc1ccc(Nc2ncc(-c3cccnc3)c3c2OCC3)cc1
-22.9%	Cc1nnc(NC(=O)CCc2ncc(-c3ccccc3)o2)s1
?	CSCc1ccc(C(=O)NCc2ccco2)cc1
-4.4%	O=C(NCC1CC1)c1cn(C2CN(C(=O)Cc3cccc(F)c3)C2)nn1
-6.7%	Cc1ccc(C)c(-c2cc3c(=O)n(CCNC(=O)c4ccc(C#N)cc4)ccn3n2)c1
2.2%	FC(F)(F)c1cccc2c(Cl)ccnc12
15.6%	COC(=O)c1ccc(NC(=O)c2c(C)oc3ccn(Cc4ccc(F)cc4)c(=O)c23)cc1
27.3%	Cc1nc(C(F)(F)F)nc(N2CCOC(c3ccc(F)cc3)C2)c1C (stereo not drawn)
12.9%[176 µM]	COc1cc(CNC(=O)[C@@H]2C[C@@H](c3cccc(C(F)(F)F)c3)N(C)C2)cc(OC)c1
?	O=C(NCC(c1cccs1)N1CCCC1)c1cc2ccccc2oc1=O (stereo not drawn)
?	COc1cc(CN(C(=O)c2ccc3c(c2)NC(=O)CS3)C2CC2)ccc1OC(F)F

The results go on.
ALOX12 inh	mol
-8.2%	Cc1nn2c(NCCN(C)C)cc(C(C)C)nc2c1-c1ccccc1
15.4%	CCOc1ccccc1-c1noc(-c2nnn3c2COC(c2cccc(OC)c2)C3)n1 (stereo not drawn)
50.1µM*	O=C(O)Cn1ccc2cc(OCCc3cccc(-c4ccc(F)cc4)c3)cnc21
-2.3%	CC(NC(=O)C1CCCC1)c1ccc(Cl)s1 (stereo not drawn)
?	COc1ccc2c(c1)[C@@H](NS(C)(=O)=O)[C@H](C)[C@@H](c1ccccc1)N2Cc1cccc(F)c1
1.0%	CCC(C(=O)Nc1ccc(OC)cc1)n1nc(-c2cc(C)ccc2C)ccc1=O (stereo not drawn)
?	Cc1ccc(N/N=C/c2ccc(Br)cc2)cc1Cl
1.8%	Cc1nc(N2CCCCC2)n(CC(=O)Nc2cccc(Br)c2)c(=O)c1C
?	C=C[C@@H](C1=CC(=O)C(OC)=C(OC)C1=O)c1ccccc1
-15.6%	Cc1c(C(=O)N2CCCCCC2)c(S(=O)(=O)N2CCc3ccccc32)c(C)n1C
8.6%[176 µM]	CC1(C)C(=O)N(Cc2ccccc2F)[C@H]2CN(Cc3cccnc3)C[C@@H]2[S+]1(=O)[O-]
7.4%	C#CCCN([C@H](C(=O)OC)C(C)CC)S(=O)(=O)c1ccccc1Br (stereo partly drawn)
28.2%	CC(C)N1C[C@H](C(=O)N2CCC(Cc3ccccc3)CC2)[C@H](C(=O)O)C1
15.7%	c1c(CN2CCCC3(CCCO3)CC2)nn2c1CNCCC2 (stereo not drawn)
?	NC1(C(=O)O)CCC(c2ccccc2)CC1 (stereo not drawn)
9.5%	Cn1nc(C(=O)N2CCCCCCNC(=O)[C@@H]3CCCC[C@@H]32)c2ccccc21
18.3%	O=C1NCCOCCCN(S(=O)(=O)c2ccc3c(c2)OCCO3)[C@H]2CCC[C@@H]12
1.7%	O=C(Cn1cccc1-c1nc(-c2ccc3c(c2)OCO3)no1)Nc1cc(F)cc(F)c1
-53.0%	COCCn1cnnc1SCc1nc2cc(Cl)ccc2n1C
-1.2%	COc1ccc(C(=O)Nc2ccc3oc(-c4ccccc4F)cc(=O)c3c2)cc1
33.4%[activator]	CO[C@H]1C(=O)N(C2CCN(C(=O)c3cnn(C)c3)CC2)[C@H]1c1ccncc1
15.1%	CCC(=O)N1CCC(Cc2ncc(C)n2C(C)C)C1 (stereo not drawn)
?	Cc1nc(CN2CCN(S(=O)(=O)c3cc(Cl)ccc3Cl)CC2)cs1
10.7%	O=C(c1c(F)cccc1F)N1CCC2(CC1)NC(=O)N(Cc1ccc(F)cc1)C2=O
7.4%[57.4 µM]	COc1ccc(-c2cc(=O)c3c(O)cc(O)c(-c4cc(-c5cc(=O)c6c(O)cc(OC)cc6o5)ccc4OC)c3o2)cc1
?	Cc1ccc(C)n1C1C(=O)N(Cc2ccc(C(C)C)cc2)c2ccccc21 (stereo not drawn)
23.9%	COc1cc2c(cc1Cn1cc(-c3nccn3C)nn1)CCC2
83.4%[activator]	CCCNC(=O)N1C[C@@H]2CCCN3CCC[C@@H]([C@H]23)[C@H]1CCCC(=O)NCC1CC1
39.7%[activator]	O=C1CCCCC(C(=O)NCCc2ccncc2)N1 (stereo not drawn)
2.3%	COc1cccc(-c2cc(-c3nc(C4CC(=O)N(C5CCCCC5)C4)no3)[nH]n2)c1 (stereo not drawn)
?	CCNC(=S)NCCc1ccc(Cl)cc1
5.4%	COC(=O)c1ccn(Cc2ccc(Cl)c(Cl)c2)n1
13.2%	Cc1ccc(CN2CCOc3ccc(C(=O)NCc4ccccc4F)cc3C2)o1
?	Cc1cc(=O)oc2cc(OCC(=O)NCc3ccccc3)ccc12
-5.0%[176 µM]	Cc1ccc2c(n1)N(C)[C@H](CO)CCN(Cc1ccccc1F)C2
9.1%&-3.6%	O=C(Cn1cccc1-c1nc(-c2ccc3c(c2)OCO3)no1)Nc1ccc(F)cc1
-11.5%[176 µM]	COc1cccc(-c2cc(-c3ccccc3OC)nc3c(C)noc23)c1
14.0%[176 µM]	O=C1c2c(nc(COc3ccccc3)n2Cc2ccccc2)NCCN1Cc1ccccc1
43.9%	Cc1ccc(CNC(=O)N2CC[C@@H]3C(=O)NCCCCCCN(Cc4ccncc4)[C@@H]3C2)cc1
8.8%	COc1ccc(Cl)cc1NC(=O)CCC1CCCN(S(=O)(=O)C2CC2)C1 (stereo not drawn)
3.6%	Cc1cccc(C(=O)NCCCN(C)CC(F)(F)F)n1
23.5%	COCCn1c(C)cnc1CC1CCCN(C(=O)C2(c3ccc(OC)cc3)CC2)C1 (stereo not drawn)
12.0%	COc1ccc(CNC(=O)N2CCCCC2c2nc(-c3cnccn3)n[nH]2)cc1 (stereo not drawn)
8.5%	CC(C)CN1CCN(C(=O)c2ccc3c(c2)N(S(C)(=O)=O)CC3)CC1
-2.7%	CN(C)C1(CNC(=O)c2ccccc2-c2ncc(-c3ccccc3)o2)CCCCC1
?	O=S(=O)(CCN1CCN(c2cnccn2)CC1)c1ccccc1
0.5%	Cc1cc(C(=O)NC2CCCc3c2[nH]c2c(Cl)cccc32)c2c(C)noc2n1 (stereo not drawn)
9.0%[176 µM]	CN(C)c1cccc(-c2cnc(Nc3cccnc3)c3c2CCO3)c1
25.9%	Cc1c(N(Cc2ccccc2F)S(C)(=O)=O)c(=O)n(-c2ccccc2)n1C
25.7%	CCC1=C(C(=O)OC)C(c2cccc(C)c2)N2C(CC(=O)N3CCOCC3)=CSC2=N1 (stereo not drawn)

Seven entries already listed, sorted by length of the SMILES, smallest number first.
ALOX12 inh	mol
-53.0%	COCCn1cnnc1SCc1nc2cc(Cl)ccc2n1C
-2.3%	Cn1c(C(=O)N2CCNC(=O)C2)cc2ccccc21
-4.4%	O=C(NCC1CC1)c1cn(C2CN(C(=O)Cc3cccc(F)c3)C2)nn1
50.1µM*	O=C(O)Cn1ccc2cc(OCCc3cccc(-c4ccc(F)cc4)c3)cnc21
26.4%	COc1ccc(NC(=O)c2cc3sc(C)c(CN4CCCCC4)c3[nH]2)cc1OC
-15.6%	Cc1c(C(=O)N2CCCCCC2)c(S(=O)(=O)N2CCc3ccccc32)c(C)n1C
7.4%[57.4 µM]	COc1ccc(-c2cc(=O)c3c(O)cc(O)c(-c4cc(-c5cc(=O)c6c(O)cc(OC)cc6o5)ccc4OC)c3o2)cc1

The results go on:
ALOX12 inh	mol
27.1%	COCCNC(=O)NC(=O)CN(Cc1ccccc1)c1ccc(C)cc1
2.6%	COc1ccc2[nH]c(C(=O)N3C[C@@H](Oc4ccccc4)C[C@H]3C(=O)N3CCOCC3)cc2c1
?	N#Cc1ccc(/C=C/C(=O)c2cccc(N3CCOCC3)c2)cc1
12.0%[6.33 µM]	Cc1noc(C)c1C(=O)N1CCC2(CC1)CN(C(=O)Cc1cccc(Cl)c1)CCO2
33.5%	CC(O)c1cc2n(n1)CCCN(C(=O)CCc1cn3ccccc3n1)C2 (stereo not drawn)
?	COc1ccccc1CNC(=O)c1cc(Br)ccc1O
20.0%	COc1cccc(CN(C)CC(=O)Nc2cc(C)nn2-c2ccccc2)c1
3.9%	COc1cc(C(=O)Nc2sc3ccccc3c(=O)c2-c2ccc3c(c2)OCO3)cc(OC)c1OC
10.4%	N#Cc1ccc(S(=O)(=O)N2C[C@@H](Oc3cccnc3)C[C@H]2C(N)=O)cc1
43.6%[activator]	CCN(Cc1ccc(Cl)s1)C(=O)Cn1nnc(-c2cccc(C(F)(F)F)c2)n1
5.0%	CC(C)CC(=O)N1CCN(C(=O)c2c[nH]c3ccccc23)CC1
4.1%[176 µM]	Cc1cc(Cl)ccc1-n1nc(C)c([C@@H]2C=C[C@@H](NC(=O)CCCC(=O)O)C2)c1C
?	O=C(OCc1cc(=O)oc2cc3c(cc12)CCC3)C1CCCO1 (stereo not drawn)
46.1%	O=C1CC(c2noc(-c3cc(F)ccc3Cl)n2)CN1c1ccc(F)cc1 (stereo not drawn)
5.3%[6.33 µM]	COc1ccccc1-c1nc(C(=O)N2CCCC2)n2ccncc12
19.5%	N#Cc1ccc(CN2CCCC(c3nccn3Cc3ccccc3)C2)cc1 (stereo not drawn)
28.9%	COc1ccc(C(=O)N2CCC(Cc3nc(-c4ccccc4)no3)CC2)cc1OC
